# bIAP act: intestinal alkaline phosphatase (bovine) activation; AID 1016; purified bovine IAP, CDP-star luminescence, 30 min; stronger effect = higher value; fold of DMSO-control signal, blank-subtracted; 200,000 compounds, 0.17% hits; activation factor at 20 µM;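 active = activation factor of 2 or more at 20 µM, a signal rise over negative controls twice the positive control's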
# bIAP inh: intestinal alkaline phosphatase (bovine) inhibition | purified bovine IAP, CDP-star luminescence, 30 min | inhibition, % at 20 µM | 190,000 tested, under 10 active | AID 1019;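 active = over 50% inhibition of intestinal alkaline phosphatase at 20 µM in the single-dose screen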
#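 Incubation: 30 min reaction at room temperature / Material: purified bovine intestinal alkaline phosphatase (IAP) enzyme / Input: enzyme at 1/65,000,000 dilution / Dosing: 20 µM single dose / Signal: CDP-star luminescence signal / Reagent: CDP-star chemiluminescent phosphatase substrate, 30 µM final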
# PMI act hi M6P: PMI (human) activation, high substrate | coupled PMI enzyme assay, resazurin fluorescence, 20 min; stronger effect = higher value; 1 = untreated enzyme, 0 = substrate-free blank | activation factor at 20 µM | 190,000 compounds, 0.34% hits | AID 1216;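 active = activation factor of 2 or more at 20 µM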
# Target sequence (P34949 whole entry, looked up): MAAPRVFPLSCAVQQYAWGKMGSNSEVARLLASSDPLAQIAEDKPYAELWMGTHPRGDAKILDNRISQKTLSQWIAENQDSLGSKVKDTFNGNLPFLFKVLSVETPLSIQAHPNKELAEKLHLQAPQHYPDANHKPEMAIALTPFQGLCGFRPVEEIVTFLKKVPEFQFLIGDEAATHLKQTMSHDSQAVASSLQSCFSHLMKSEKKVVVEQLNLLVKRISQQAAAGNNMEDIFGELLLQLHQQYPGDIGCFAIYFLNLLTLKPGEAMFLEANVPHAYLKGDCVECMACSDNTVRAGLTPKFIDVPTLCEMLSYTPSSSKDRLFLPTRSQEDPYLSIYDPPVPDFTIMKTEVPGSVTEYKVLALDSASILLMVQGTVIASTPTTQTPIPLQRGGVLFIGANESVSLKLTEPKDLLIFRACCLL
#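 Test system: human phosphomannose isomerase with PGI, G6PDH, diaphorase coupling enzymes / Doses: 20 µM compound, 1% DMSO / Times: enzyme reaction with compound 20 min at room temperature / Measured by: Diaphorase-driven resazurin-to-resorufin fluorescence, excitation 544, emission 590 nm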
# Diaph inh CS: diaphorase inhibition or chemical oxidation counter-screen | diaphorase resazurin-to-resorufin fluorescence, NADH, 16 min; bacterial (C. kluyveri) enzyme, not human | 190,000 compounds, 0.69% hits | inhibition, % at 20 µM;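 active = primary screen inhibition at 20 µM above a set limit, cut at about 50% in these data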;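 note: plate controls were DMSO with full reaction for no effect and wells lacking NADH for full effect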
#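 Assay system: diaphorase enzyme from Clostridium kluyveri; Input: enzyme working solution with 0.14 U/mL diaphorase; Timing: 16 min at room temperature; Technique: resorufin fluorescence, excitation 544 nm, emission 590 nm; Benchmarks: positive control minus NADH, DMSO neutral control.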
# Diaph act CS: diaphorase activation or chemical reduction counter-screen | Diaphorase/resazurin coupled assay, resorufin fluorescence, 16 min; stronger effect = higher value; 1 = vehicle wells, 0 = NADH-free wells | activation factor at 20 µM | 190,000 compounds, 0.005% hits | AID 1229;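 active = diaphorase activity raised at least twofold by the compound at 20 µM; inactive = activation factor below 2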
#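 Material: bacterial diaphorase enzyme (C. kluyveri); amount: enzyme 0.07 U/mL final; reagent: NADH substrate 0.114 mM plus resazurin dye 0.1 mM, final; doses: single compound dose of 20 µM, 1% DMSO final; timing: 16 min enzyme reaction, ambient temperature; measured by: fluorescence of resorufin, 544 nm excitation, 590 nm emission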
# TNAP inh hi DEA: TNAP (human) inhibition, high acceptor; purified TNAP, CDP-star luminescence, 1 M DEA; 200,000 compounds, 0.03% hits; P05186; inhibition, % at 20 µM;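 active = over 50% inhibition of tissue-nonspecific alkaline phosphatase at 20 µM in the single-dose screen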;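 note: plate controls were DMSO wells for no effect and EDTA-quenched wells as full inhibition for full effect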
# Target sequence (P05186 whole entry, looked up): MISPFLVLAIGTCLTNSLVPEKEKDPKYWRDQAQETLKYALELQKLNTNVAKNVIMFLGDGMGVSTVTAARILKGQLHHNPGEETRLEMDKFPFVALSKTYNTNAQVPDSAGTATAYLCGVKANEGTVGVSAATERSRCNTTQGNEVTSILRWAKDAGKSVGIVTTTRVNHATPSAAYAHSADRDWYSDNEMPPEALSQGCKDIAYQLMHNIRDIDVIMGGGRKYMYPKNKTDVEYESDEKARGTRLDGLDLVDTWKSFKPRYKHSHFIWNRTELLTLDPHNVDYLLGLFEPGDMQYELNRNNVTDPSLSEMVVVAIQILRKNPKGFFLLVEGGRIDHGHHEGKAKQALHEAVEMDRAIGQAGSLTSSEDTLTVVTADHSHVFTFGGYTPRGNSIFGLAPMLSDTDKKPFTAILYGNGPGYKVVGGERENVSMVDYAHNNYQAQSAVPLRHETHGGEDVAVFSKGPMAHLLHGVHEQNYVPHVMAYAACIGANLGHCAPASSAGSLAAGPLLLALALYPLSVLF
# L major viab: inhibitors of Leishmania major promastigote growth; Leishmania major promastigotes, resazurin fluorescence viability; inhibition, % at 10 µM; 200,000 compounds, 9% hits; in the data active = inhibition above about 50%;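 note: promastigotes grown with compound for 44 hours at 28 °C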
# PMI act: increases human mannose-6-phosphate isomerase activity; P34949; purified human PMI, coupled resazurin fluorescence, 20 min; stronger effect = higher value; 1 = vehicle control, 0 substrate-free wells; activation factor at 20 µM; 190,000 compounds, 0.005% hits; AID 1214;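 active = activation factor of 2 or more at 20 µM, relative to plate controls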
# TNAP act hi DEA: activators of human TNAP at high phosphate acceptor concentration | P05186 | purified TNAP, CDP-star luminescence, 1 M DEA, 30 min; stronger effect = higher value; 0 = EDTA background, 1 = DMSO-only activity | activation factor at 20 µM | 200,000 tested, under 10 active;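 active = activation factor at least 2 at 20 µM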
#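 Dosing: 20 µM single point. System: human TNAP. Amount: TNAP 1/800 final. Incubation: 30 min, room temperature. Read-out: TNAP activation factor scaled between EDTA and DMSO control wells. Signal: luminescence from CDP-star hydrolysis. Medium: 1 M DEA, pH 9.8, Mg2+, Zn2+. Control set: EDTA negative control, DMSO positive control.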
# TNAP inh no acc: TNAP (human) inhibition, acceptor-free conditions; P05186; purified TNAP, CDP-star luminescence, 30 min; inhibition, % at 20 µM; 200,000 compounds, 0.26% hits; AID 1012;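 active = tissue-nonspecific alkaline phosphatase inhibition above about 50% at 20 µM in the single-dose screen, limit read from the data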;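 note: 0% = DMSO negative control and 100% = EDTA positive control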
# * = called active by the depositor; / = not tested or not shown. Rows are unselected; 10% or so of the library scored in one or more.
SMILES,bIAP act,bIAP inh,PMI act hi M6P,Diaph inh CS,Diaph act CS,TNAP inh hi DEA,L major viab,PMI act,TNAP act hi DEA,TNAP inh no acc
CC1(C)CC(=O)C(C2(O)C(=O)Nc3ccccc32)CO1 (configuration not stated),1,2.5,1.1,-9.0,1.1,-3.3,-6.5,1.1,1,-4.0
CN(C)Cc1c(O)ccc2c(-c3ccccc3)cc(=O)oc12,1.1,-5.1,0.9,12.1,0.9,-5.8,-7.7,1,1.1,-11.2
Cn1cc(S(=O)(=O)N2CCc3ccccc3C2)c(=O)n(C)c1=O,0.9,6.1,1,9.0,0.9,-6.7,-3.7,0.9,1.1,-14.6
Cc1onc(-c2c(F)cccc2Cl)c1C(=O)Nc1cccc(S(=O)(=O)NCc2ccco2)c1,0.9,8.0,1,19.6,0.8,-5.6,18.4,1,1.1,-4.7
O=C1CCc2ccc(OCCCCN3CCN(c4cccc(Cl)c4Cl)CC3)cc2N1,0.9,8.0,1,15.5,0.8,-5.5,/,0.9,1.1,-7.2
NC(=O)N1CCC2(CC1)NC(=O)N(c1ccccc1)N2,1.2,-20.3,2.5*,7.7,0.9,1.1,-1.4,1.6,1,-11.0
O=C(Nc1cc(C(F)(F)F)ccc1-n1cncn1)c1ccc(Cl)cc1,0.9,14.7,1,8.8,0.9,-3.1,-1.8,0.9,1,-4.8
CCc1cccc(CC)c1NC(=O)COC(=O)c1ccc2c(c1)S(=O)(=O)c1ccccc1C2=O,0.4,/,1,1.5,1,2.2,-7.2,1,1,-1.2
COC(=O)C1CC(Cl)CN1c1ncc(C(F)(F)F)cc1Cl (configuration not stated),1,2.0,0.9,9.3,0.9,0.1,-10.6,1,1,-0.1
COc1ccccc1-n1c(-c2ccc(Cl)cc2)c[nH]c1=S,0.7,26.4,1,18.1,0.8,-3.8,-6.8,1,1,-108.8
CCN(CC)c1ccc(/C=N/N2CCN(Cc3ccc(C)cc3C)CC2)c(O)c1,0.9,5.7,0.6,13.1,0.9,0.8,21.6,0.7,1,-2.1
COc1ccc(/C=C/C(=O)N(C(C)C)C(C)C)cc1Br,1,-4.6,0.9,10.0,0.9,-2.0,36.0,0.8,1,-2.8
CN1/C(=C/C2CC(=O)NC2=O)C(C)(C)c2ccccc21 (configuration not stated),0.9,9.1,1.9,14.2,0.9,-1.8,0.4,1.5,1,-9.3
CC1(C)CC(=O)C(N=Nc2ccc3ncsc3c2)=C(O)C1,0.9,13.1,1,1.2,1,5.6,-8.3,0.9,0.9,4.8
CN(C)CCCN1C(=O)CSC1c1ccc([N+](=O)[O-])cc1 (configuration not stated),1,-4.0,1,2.2,1,0.3,46.8,0.9,1,-4.5
CN(C(=O)n1cnc2ccccc21)c1ccccc1,1,3.2,0.9,10.0,0.9,1.9,-5.4,0.9,1,-11.9
COc1ccc(NC(=O)COC(=O)c2ccc(N3CCCC3=O)cc2)cc1OC,0.9,5.9,1,12.8,0.9,-6.9,-3.5,1,1.1,-13.8
COCCn1c(SCC(=O)Nc2ccccc2OC)nc2ccccc21,1,-0.8,1,13.7,0.9,-9.0,2.9,1,1.1,-19.5
COc1ccc(C)cc1S(=O)(=O)N(CC(=O)O)c1ccccc1,0.9,10.7,1.1,9.7,0.9,-4.6,-7.4,1.1,1,-7.8
Cc1[nH]c2ccccc2c1/C=N/NC(=O)CCC(=O)Nc1ccccc1,1,-1.0,1,11.0,0.9,-8.5,-0.5,1,1.1,-7.5

# Printed as active in PMI act hi M6P, of those listed so far:
SMILES | bIAP act | bIAP inh | PMI act hi M6P | TNAP inh hi DEA | PMI act | TNAP act hi DEA | TNAP inh no acc
NC(=O)N1CCC2(CC1)NC(=O)N(c1ccccc1)N2 | 1.2 | -20.3 | 2.5* | 1.1 | 1.6 | 1 | -11.0

# Returning to the listing, repeating the two entries before the break.
SMILES,bIAP act,bIAP inh,PMI act hi M6P,Diaph inh CS,Diaph act CS,TNAP inh hi DEA,L major viab,PMI act,TNAP act hi DEA,TNAP inh no acc
COc1ccc(C)cc1S(=O)(=O)N(CC(=O)O)c1ccccc1,0.9,10.7,1.1,9.7,0.9,-4.6,-7.4,1.1,1,-7.8
Cc1[nH]c2ccccc2c1/C=N/NC(=O)CCC(=O)Nc1ccccc1,1,-1.0,1,11.0,0.9,-8.5,-0.5,1,1.1,-7.5
COc1cc(-c2[nH]ncc2CN2CCN(Cc3cccs3)CC2)cc(OC)c1OC,1,2.1,0.9,4.2,1,-5.9,-1.9,0.9,1.1,-11.7
Cn1c(N2CCOCC2)nc2c1c(=O)n(Cc1ccc(Cl)c(Cl)c1)c(=O)n2C,1.1,-5.1,0.8,12.7,0.9,3.1,9.3,0.8,1,-1.8
COc1ccc(N=Cc2cccc(C)c2O)cc1Cl,0.9,6.7,0.9,2.8,1,6.5,-5.2,0.9,0.9,4.5
CCOC(=O)c1ccc(NC(=O)c2cn(-c3ccccc3)nc2-c2ccncc2)cc1,0.9,10.5,1.1,8.4,0.9,0.9,14.3,1,1,-13.5
O=c1c2cc(N3CCOCC3)ccc2[nH]c(=S)n1Cc1ccc(Cl)cc1,1.1,-10.5,1.2,-2.3,1,-2.2,7.9,1.1,1,-7.1
COc1cc(/C=N/NC(=O)CCN2CCCCC2)ccc1O,1,2.9,0.9,-3.4,1,-6.6,1.3,1,1.1,-7.7
Cn1cccc1/C=C1\SC(=S)N(CC(=O)O)C1=O,0.9,9.2,0.9,11.7,0.9,28.9,0.5,0.9,0.7,18.4
COc1ccc(N(C(=O)C2CCCCC2)C2C=CS(=O)(=O)C2)c(OC)c1 (configuration not stated),1,-4.4,0.9,15.1,0.8,-3.0,8.3,0.9,1,-9.9
O=CN1CCN(C2CC(=O)N(c3ccc(Br)cc3)C2=O)CC1 (configuration not stated),1,-0.7,1,0.0,1,-8.9,-5.6,1,1.1,0.7
O=[N+]([O-])c1ccc(C(O)CN=Cc2ccc(O)cc2O)cc1 (configuration not stated),1.1,-5.7,0.9,8.3,0.9,-4.7,-1.5,0.9,1,-1.5
CCOC(=O)c1[nH]c(C)c(C(=O)N(C)C)c1C,1.1,-6.8,1,-1.5,1,-5.0,6.5,1,1.1,-11.7
COCCNC(=O)C(=O)NNC(=O)c1ccccc1OC,1.3,-32.2,0.9,13.4,0.9,-2.8,-3.1,1,1,-0.3
CCC/C(O)=C1\C(=O)CCCC1=NCCc1c(C)[nH]c2ccc(OC)cc12,0.9,7.2,0.8,6.7,0.9,-5.4,10.7,0.9,1.1,-4.4
Cc1cc(C(F)(F)F)nn1CC(=O)NNC(=S)Nc1ccc(Cl)cc1,1.1,-14.0,1,16.8,0.8,-1.7,-3.7,1,1,-3.9
COc1cccc(NC(=O)c2cccs2)c1,0.8,17.9,0.9,13.7,0.9,-3.5,8.3,0.9,1,-4.3
NC(=O)C1(N2CCCCC2)CCN(C2CC(=O)N(Cc3ccc(N4CCCC4=O)cc3)C2=O)CC1 (configuration not stated),1,4.4,1,10.9,0.9,-9.3,-4.2,1,1.1,-21.8
O=C(NCC1CCCO1)c1onc(CSc2ccccc2F)c1C(=O)O (configuration not stated),1,1.6,1.1,-7.6,1.1,-2.7,-8.0,1,1,-7.7
CCOC(=O)c1ccccc1NC(=O)CN1C(=O)c2ccccc2S1(=O)=O,1,3.6,1,7.1,0.9,2.7,4.4,0.9,1,-5.9
CCOC(=O)C1(Cc2cccc(OC)c2)CCN(Cc2cccn2-c2ccccn2)CC1,1,2.1,1.1,12.5,0.9,-7.6,22.1,1,1.1,-14.4
CN(C)C(CNc1ccc([N+](=O)[O-])cc1C#N)c1ccccc1 (configuration not stated),1,3.6,1,2.8,1,-2.7,15.1,1,1,-10.1

# Part of the list above with just Diaph inh CS, L major viab and bIAP inh.
Molecule | Diaph inh CS | L major viab | bIAP inh
Cc1cc(C(F)(F)F)nn1CC(=O)NNC(=S)Nc1ccc(Cl)cc1 | 16.8 | -3.7 | -14.0
Cn1c(N2CCOCC2)nc2c1c(=O)n(Cc1ccc(Cl)c(Cl)c1)c(=O)n2C | 12.7 | 9.3 | -5.1
CCOC(=O)c1ccc(NC(=O)c2cn(-c3ccccc3)nc2-c2ccncc2)cc1 | 8.4 | 14.3 | 10.5
CCOC(=O)c1ccccc1NC(=O)CN1C(=O)c2ccccc2S1(=O)=O | 7.1 | 4.4 | 3.6

# An excerpt of these results, bar-delimited.
Compound | bIAP act | bIAP inh | PMI act hi M6P | Diaph inh CS | Diaph act CS | TNAP inh hi DEA | L major viab | PMI act | TNAP act hi DEA | TNAP inh no acc
CCOC(=O)c1ccccc1NC(=O)CN1C(=O)c2ccccc2S1(=O)=O | 1 | 3.6 | 1 | 7.1 | 0.9 | 2.7 | 4.4 | 0.9 | 1 | -5.9
CCOC(=O)C1(Cc2cccc(OC)c2)CCN(Cc2cccn2-c2ccccn2)CC1 | 1 | 2.1 | 1.1 | 12.5 | 0.9 | -7.6 | 22.1 | 1 | 1.1 | -14.4

# Later entries.
SMILES,bIAP act,bIAP inh,PMI act hi M6P,Diaph inh CS,Diaph act CS,TNAP inh hi DEA,L major viab,PMI act,TNAP act hi DEA,TNAP inh no acc
CCOC(=O)c1c(C)c(C(=O)Nc2ccc3c(c2)OCO3)c(C)n1C,0.9,8.5,0.9,0.4,1,-1.6,6.3,0.9,1,-7.7
O=C1CC(C(=O)Nc2ccccc2)S/C(=N\NC(=O)c2ccccc2Cl)N1 (configuration not stated),1.3,-34.9,0.9,11.5,0.9,1.2,-2.7,0.9,1,-30.5
COc1ccc(NC(=O)c2c(NC(=O)CNCC(C)C)sc3c2CCC3)c(OC)c1,1,-3.7,1,-24.1,1.2,-3.2,6.9,1.1,1,-4.4
COCCCNC(=O)c1cccc(OC)c1OC,0.9,12.1,1,5.5,0.9,-3.1,-8.5,1,1,-7.7
COCCCNC(=O)COC(=O)c1ccc(-c2nc3ccccc3s2)s1,1.1,-5.0,1.1,-0.5,1,-1.9,-1.8,1.1,1,-10.7
O=C(NCCc1c[nH]c2ccccc12)c1ccc(-n2cnnn2)cc1,1,3.1,1.1,-11.3,1.1,-9.2,1.6,1.1,1.1,0.3
COC(=O)[C@H](C)NC(=O)Nc1cccc(C(F)(F)F)c1,0.9,13.9,0.9,3.7,1,2.3,-2.5,1,1,0.3
Cc1ccc(-c2nnn(CC(=O)N(Cc3ccccc3F)C(C(=O)NC3CCCC3)c3ccncc3)n2)o1 (configuration not stated),0.9,6.8,1.2,19.3,0.8,-3.6,19.2,1.2,1,-15.5

# High-throughput results from PubChem BioAssay.
